# Bioassay records: PubChem, several laboratories
# GASC-1 inh – inhibitors of GASC-1 histone demethylase, primary screen, biochemical, fluorescence, DELFIA europium; inhibition, % at 2.35 µM; GST-JMJD2C(1-420) H3K9me3 demethylation; AID 2099, 2009; hit rate 0.069% among 330,000;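 active = more than half of a compound's replicate wells show inhibition beyond 50%, single wells judged on their own value; inconclusive = some, but no more than half, of replicates pass 50% inhibition; inactive = no replicate passes 50% inhibition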;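 also: signal counts dimethyl H3K9 product captured on neutravidin plate; 0% = median of DMSO wells and 100% = 0.3 times that DMSO median; strong numbers were not always called active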
# PP1 counter – PP1-alpha phosphatase inhibitors, primary screen, counter-screen for PP5 inhibitor project, biochemical, fluorescence, OMFP substrate, single point; Serine/threonine-protein phosphatase PP1-alpha catalytic subunit (Homo sapiens), P62136; purified PP1alpha; inhibition, % at 6.7 µM; hit rate 0.9% among 320,000;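 active = inhibition above the mean inhibition of all tested compounds plus 3 SD, computed separately for each screening campaign, cut at about 15% in these data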
# PP5 primary – PP5 phosphatase inhibitors, primary screen, biochemical, fluorescence; purified PP5c, OMFP substrate fluorescence; inhibition, % at 6.7 µM; hit rate 0.18% among 320,000; Serine/threonine-protein phosphatase 5 (Homo sapiens), P53041;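 active = inhibition above the campaign's mean inhibition across all tested compounds plus 3 SD, cut at about 9.5% in these data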;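 also: 0% = DMSO only and 100% = 100 µM cantharidin control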
# PREPL inh – PREPL enzyme inhibitors, primary screen, biochemical, fluorescence polarization | hit rate 0.68% among 320,000 | recombinant PREPL, fluorescence polarization activity-based probe | Prolyl endopeptidase-like (Homo sapiens), Q4J6C6 | inhibition, % at 5.96 µM | AID 2751, 2010; in the data active = inhibition above about 43%;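 also: 0% = enzyme with DMSO and 100% = wells lacking enzyme; many of its hits are not listed in these tables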
# Target sequence (Q4J6C6 whole entry, looked up): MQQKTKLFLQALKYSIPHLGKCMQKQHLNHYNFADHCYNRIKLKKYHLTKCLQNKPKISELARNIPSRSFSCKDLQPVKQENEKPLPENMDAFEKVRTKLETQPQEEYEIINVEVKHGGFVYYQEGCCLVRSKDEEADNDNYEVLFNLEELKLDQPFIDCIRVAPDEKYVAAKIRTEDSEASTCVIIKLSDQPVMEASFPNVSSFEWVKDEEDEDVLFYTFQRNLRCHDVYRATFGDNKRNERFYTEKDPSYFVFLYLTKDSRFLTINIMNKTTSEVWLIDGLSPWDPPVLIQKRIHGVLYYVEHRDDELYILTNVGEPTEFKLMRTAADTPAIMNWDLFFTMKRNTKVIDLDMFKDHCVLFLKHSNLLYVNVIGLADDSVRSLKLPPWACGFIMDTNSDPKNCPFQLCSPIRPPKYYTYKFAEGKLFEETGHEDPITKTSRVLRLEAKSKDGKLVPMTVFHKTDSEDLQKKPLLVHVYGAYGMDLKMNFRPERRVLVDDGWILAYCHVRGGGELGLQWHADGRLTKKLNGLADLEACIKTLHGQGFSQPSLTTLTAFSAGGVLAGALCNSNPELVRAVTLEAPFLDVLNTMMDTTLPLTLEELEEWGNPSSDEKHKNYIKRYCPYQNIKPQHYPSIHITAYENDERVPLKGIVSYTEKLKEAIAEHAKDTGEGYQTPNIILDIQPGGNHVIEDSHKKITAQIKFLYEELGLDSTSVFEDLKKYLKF
# LYPLA2 counter – LYPLA2 inhibitors, primary screen, counter-screen for PME1 inhibitor project, biochemical, fluorescence polarization, FP-Rh probe ABPP; Acyl-protein thioesterase 2 (Homo sapiens), O95372; recombinant LYPLA2; AID 2177, 2009; hit rate 0.38% among 320,000; inhibition, % at 5.9 µM;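 active = inhibition above the screen-wide mean plus 3 SD, limit set per campaign, cut at about 26% in these data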;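 also: 0% = LYPLA2 with DMSO and 100% = wells lacking LYPLA2 enzyme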
# Target sequence (O95372 whole entry, looked up): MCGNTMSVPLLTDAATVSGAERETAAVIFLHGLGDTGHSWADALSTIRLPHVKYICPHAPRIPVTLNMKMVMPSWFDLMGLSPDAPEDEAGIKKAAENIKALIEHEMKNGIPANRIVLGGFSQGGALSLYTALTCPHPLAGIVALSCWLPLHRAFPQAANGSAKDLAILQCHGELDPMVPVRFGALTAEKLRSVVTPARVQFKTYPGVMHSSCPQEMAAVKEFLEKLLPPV
# HCV core dimer – inhibitors of HCV core protein dimerization, primary screen, biochemical, TR-FRET, high-throughput; inhibition, % at 5 µM; hit rate 0.33% among 300,000; TR-FRET GST/Flag-core106 dimerization, 1536-well;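 active = inhibition above the mean of all tested compounds plus 3 SD, set per screening campaign, cut at about 45% in these data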
#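 System: GST/Flag-tagged HCV core106 proteins. Incubation: compound-protein-antibody incubation 4 h at 22.5 °C. Technique: HTRF with 340 nm excitation, 617/671 nm emission. Medium: KF-containing HEPES buffer, pH 7.45, DTT, CHAPS, BSA. Read-out: inhibition (%) from 671 over 617 nm ratio. Also added: Eu(K)-anti-GST 90 ng/mL plus XL665-anti-Flag 1 µg/mL.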
# Efflux pump inh – inhibitors of Candida efflux pumps in yeast, primary screen, S. cerevisiae, Nile Red, multiplex | S. cerevisiae Candida pump triplex | inhibition, % at 10 µM | hit rate 0.44% among 330,000;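 active = plate passing quality check with inhibition over a set limit, or well fluorescence over plate mean plus 4 SD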;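 also: Nile Red retained in pooled yeast measured as flow cytometry median fluorescence; 0% = buffer negative control and 100% = Enniatin B positive control; higher means more Nile Red kept so more efflux inhibition; some compounds called inactive have numbers as strong as hits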
# TPT1 inhibitor – Candida albicans TPT1 enzyme inhibitors, primary screen, biochemical, fluorescence polarization | recombinant caTPT1, FP RNA substrate dephosphorylation | hit rate 0.81% among 300,000 | tRNA 2'-phosphotransferase TPT1 (Candida albicans SC5314) | AID 1962, 2009 | inhibition, % at 5 µM;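 active = inhibition above the mean of all tested compounds plus 3 SD, set per screening campaign, cut at about 24% in these data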;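 also: plate controls were DMSO alone for no effect and ferristatin control at 100 nM for full effect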
# CTSL1 counter – Fasciola hepatica cathepsin L1 inhibitors, primary screen, counter-screen for PFM18AAP inhibitor project, biochemical, QFRET, fluorogenic peptide substrate. inhibition, % at 5.96 µM. recombinant F. hepatica cathepsin L1, Z-Leu-Arg-MCA fluorescence. AID 1906, 2009. hit rate 0.49% among 300,000;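 active = inhibition above the mean of all tested compounds plus 3 SD, set per screening campaign, cut at about 17% in these data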;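 also: 0% = plate median of test compound wells and 100% = 1 µM Z-Phe-Ala-diazomethylketone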
# Starred values were filed as active, the others as inactive; ? = inconclusive; / = no result given; & = joins results of further samples. A portion of the library (hit frequency here may not be typical).
SMILES,GASC-1 inh,PP1 counter,PP5 primary,PREPL inh,LYPLA2 counter,HCV core dimer,Efflux pump inh,TPT1 inhibitor,CTSL1 counter
COc1ccc(C(=O)NCCc2c[nH]c3ccccc23)cc1S(=O)(=O)N1CCOCC1,/,0,-0.5,13,11,-2,-0.1,-6,3
COC(=O)[C@@H](NC(=O)Nc1ccccc1F)C(C)C,-12,-1,1.2,-3,2,0,-0.1,-1,4
C[C@H](NC(=O)N1CCn2c1nc1ccccc12)C(=O)NC1CC1,1,-2,1.4,-6,1,8,0.1,-3,-4
C=CCn1c(SCC(=O)Nc2nnc(C)s2)nnc1C1CC1,5,-5,2.2,9,-7,4,0.2,1,2
NS(=O)(=O)c1cccc(NC(=O)C2CC(=O)N(Cc3ccco3)C2)c1 (configuration not stated),-8,-2,1.9,5,6,-2,0.1,-4,1
CCCCN(C(=O)c1cc(-c2ccco2)nc2ccccc12)c1c(N)n(CCCC)c(=O)[nH]c1=O,-27,10,-0.4,7,-5,36,0.4,-1,6
CCN1CSC(=S)N(Cc2ccc(OC)cc2)C1,-6,0,0.6,-5,2,2,-0.2,3,-2
Cc1ccc(S(=O)(=O)CCC(=O)OCC(=O)N2c3ccccc3CC2C)cc1 (configuration not stated),-5,-8,0.8,6,-1,1,0.0,1,-66
CCC1(CC)NC(=O)N(CC(=O)OCC(=O)Nc2ncc(Cl)cc2Cl)C1=O,-3,-3,1.4,4,7,4,0.0,-2,-30
O=C(CSc1nc2ccccc2c(=O)n1-c1ccccc1Cl)NCC1CCCO1 (configuration not stated),14,-5,3.3,3,2,/,0.1,/,/
Nc1cc(=O)[nH]c(SCc2ccc(Cl)cc2Cl)n1,7,0,-1.9,8,-3,-3,0.1,1,0
CCOc1ccc(-c2nnn(CC(=O)c3ccc4c(c3)OCCO4)n2)cc1OCC,-9,0,2.6,-5,-6,4,0.3,-3,3
CCOC(=O)c1ccc(N2C(=O)c3n[nH]c(-c4ccco4)c3C2c2cccc([N+](=O)[O-])c2)cc1 (configuration not stated),?,11,1.1,14,-40,27,0.0,0,1
CCNc1nc(NC(C)C)nc(Oc2ccc(OCc3ccccc3)nn2)n1,14,-2,0.2,-1,-3,0,0.0,-3,0
N#C/C(=N\Nc1ccc([N+](=O)[O-])cc1)C(=N)N1CCOCC1,-10,0,1.9,10,0,-10,-0.2,-3,-1
CC(NC(=S)Nc1c(Br)cccc1OC(F)F)C(C)(C)C (configuration not stated),5,-8,0.6,10,8,-9,0.0,-5,7
COc1ccccc1Nc1c([N+](=O)[O-])cncc1[N+](=O)[O-],3,0,1.5,-3,-1,6,0.0,-3,3
O=C(COC(=O)CNC(=O)c1ccc([N+](=O)[O-])o1)Nc1ncc(Cl)cc1Cl,-13,6,1.4,23,-7,/,0.1,/,/
COc1ccc(C(=O)NCCNc2nc3ccc(C)cc3cc2C#N)cc1OC,12,3,1.6,5,-4,6,-0.1,2,-1
COC(=O)/C=c1\[nH]c2nnc(C)n2c1=O,1,0,-0.9,-2,-2,1,0.0,-4,3
O=C(NCc1ccncc1)C(F)(F)C(F)(F)C(=O)NCc1ccncc1,2,6,-3.6,-4,-4,-10,-0.1,-5,-2
COc1ccc(NC(=O)CSc2ccccn2)cc1OC,7,-3,-0.1,3,7,-4,0.1,-5,-1
O=S(=O)(c1cnccc1N1CCN(/N=C/c2ccc(Br)cc2)CC1)N1CCCCC1,-3,-2,0.9,16,-3,4,-0.3,3,-3
O=C(Cc1ccccc1Cl)N1CCN(c2ncccn2)CC1,-11,-7,2.2,17,-2,0,0.4,2,-5
CCOC(=O)C(=Cc1ccc(-n2ccnc2)cc1)C(=O)OCC,-8,0,0.8,5,1,-4,0.1,4,0
COc1ccccc1CN1CCNC(=O)C1CC(=O)O (configuration not stated),6,-12,0.0,3,-3,-2,-0.1,-6,-3
CC(C)c1ccc(/C=C/C2=NNC(=O)CC2)cc1,-2,7,4.7,-4,4,1,0.0,-53,-3
CC(C)C[C@H](NC(=O)N1CC(=O)Nc2ccccc21)C(=O)N1CCC(C(=O)O)CC1,1,-3,0.6,-3,-1,-4,-0.1,1,-1
CCC(C)N=Cc1c(NCc2ccco2)nc2c(C)cccn2c1=O (configuration not stated),5,1,1.6,-3,5,9,0.0,3,1
Cc1ccc(C2c3c(-c4ccccc4O)n[nH]c3C(=O)N2Cc2ccncc2)cc1 (configuration not stated),107,8,2.7,2,3,10,-0.1,-1,2
CC1CCCCC1NC(=O)/C(C#N)=C/c1ccccc1F (configuration not stated),3,-2,1.4,-2,-2,12,0.0,-4,5
Cc1nn(C(C)(C)C)c(NC(=O)c2ccccc2)c1C#N,5,0,1.9,10,4,-1,0.0,1,1
CC(C)(C)n1nnnc1C(c1ccccc1F)N(Cc1ccco1)CC1CCCO1 (configuration not stated),1,2,0.2,12,0,9,0.0,2,0
COc1ccc(CN2C3CCCC2CC(NC(=O)/C=C/c2ccccc2)C3)cc1 (configuration not stated),-13,-1,-2.7,-24,9,1,0.0,1,-3
COc1ccccc1CNC(=O)Cn1nnc(-c2ccncc2)n1,-4,-5,1.3,0,2,8,-0.1,6,-4
COc1cccc(OCc2nnc(SCc3cc(=O)[nH]c4ccccc34)o2)c1,2,4,4.1,-7,1,4,0.1,-9,0
O=C(O)c1ccc(NCc2ccncc2)cc1,-27,4,4.3,11,0,-4,1.0,0,0
Cc1nnc(SCC(=O)NC(=O)NC(C)(C)C)s1,-1,2,-0.6,0,3,-5,-0.1,0,0
O=C(N/N=C/c1cccn1-c1ccc(O)cc1)c1cccc2ccccc12,0,2,2.7,12,-6,0,0.0,5,1
CC1CCCCN1C(=O)CSc1nnc(Cc2ccccc2)n1C (configuration not stated),-86,5,2.3,6,0,-9,0.0,-3,0

# A draw from above in order of length of the SMILES, lowest first.
SMILES,GASC-1 inh,PP1 counter,PP5 primary,PREPL inh,LYPLA2 counter,HCV core dimer,Efflux pump inh,TPT1 inhibitor,CTSL1 counter
Cc1nnc(SCC(=O)NC(=O)NC(C)(C)C)s1,-1,2,-0.6,0,3,-5,-0.1,0,0
CC(C)(C)n1nnnc1C(c1ccccc1F)N(Cc1ccco1)CC1CCCO1 (configuration not stated),1,2,0.2,12,0,9,0.0,2,0
Cc1ccc(S(=O)(=O)CCC(=O)OCC(=O)N2c3ccccc3CC2C)cc1 (configuration not stated),-5,-8,0.8,6,-1,1,0.0,1,-66

# (list continues)
SMILES,GASC-1 inh,PP1 counter,PP5 primary,PREPL inh,LYPLA2 counter,HCV core dimer,Efflux pump inh,TPT1 inhibitor,CTSL1 counter
CNC(=O)c1nn(-c2ccc(Cl)cc2)ccc1=O,-57,1,2.4,-1,1,-2,-0.1,-6,0
CC(=O)CC(c1ccccc1)S(=O)(=O)c1ccc([N+](=O)[O-])cc1 (configuration not stated),8,2,2.9,-3,1,-11,-0.1,1,-1
NC(N)=NN=C1CCC(c2ccccc2)CC1 (configuration not stated),4,0,4.6,-5,5,-3,-0.1,4,-3
CCOc1ccc(Nc2ccnc3cc(Cl)ccc23)cc1,3,2,5.6,22,2,-2,-0.1,-2,2
CC(=O)Nc1ccc(S(=O)(=O)NCCc2cn3nc(C)c(C)nc3n2)cc1,-7,0,2.7,6,-1,4,0.4,2,4
CCOC(=O)c1nn(-c2ccc(F)cc2)c(-c2ccccc2)c1C(=O)c1ccccc1,-4,3,-1.4,15,-4,8,0.1,8,-1
Cc1ccccc1OCC(O)Cn1c(=N)n(Cc2ccccc2)c2ccccc21 (configuration not stated),0,3,4.0,-36,4,-3,0.1,3,0
COc1ccc(NC(=O)c2ccc(N3C(=O)C4CC=C(C)CC4C3=O)cc2)c(OC)c1 (configuration not stated),-3,2,2.4,-5,-2,-2,0.1,-3,-5
OC1COC(OCC2OC(OCc3ccccc3)C(O)C(O)C2O)C(O)C1O (configuration not stated),-40,-3,-1.5,0,-4,-2,-0.1,-2,-1
CSc1ccc(C(=S)N2CCCC2)cc1,-2,-1,1.0,14,-3,-3,-0.1,0,-1
O=C(O)CCn1cc(/C=N/O)c(-c2cccc([N+](=O)[O-])c2)n1,-2,0,-4.5,-1,0,-1,-0.1,-2,0
CC1CC(c2ccccc2)n2nc(NC(=O)c3cccs3)nc2N1 (configuration not stated),-5,-4,-1.0,13,-2,2,0.2,2,7
CN1C[C@H](C(=O)N[C@]2(C)O[C@@]3(O)[C@@H]4CCCN4C(=O)[C@H](Cc4ccccc4)N3C2=O)CC2c3cccc4[nH]cc(c34)C[C@H]21 (some centres not stated),/,6&2,7.4&0.8,7&15,0&0,8&-10,0.1&0.0,-6&-3,-3&-1
CCCCCCCN(C(=O)CCl)c1cccc(C)c1,0,0,1.6,-1,-3,2,0.0,2,1
CCc1ccc2nc(NC(=O)CSCc3c(C)noc3C)sc2c1,-5,-1,4.5,6,11,14,0.0,-2,4
Cc1cnc(NC(=O)CSc2ncc(-c3ccccc3)n2Cc2ccco2)s1,6,1,3.4,-7,-7,3,0.0,-1,3
CC(=O)OC[C@H]1O[C@H](C/C=N/OC[C@@H](O)[C@H]2O[C@@H]3OC(C)(C)O[C@@H]3[C@H]2O)C=C[C@@H]1OC(C)=O,3,2,0.7,13,6,-12,-0.2,-3,0
Cc1ccccc1OCc1nc2ccccc2c(=O)n1N,-5,3,4.6,4,0,3,-0.1,-1,0
O=C(O)Cn1cc(/C=C2/NC(=O)N(c3ccc(Cl)cc3)C2=O)c2ccccc21,4,1,0.2,2,0,-16,0.4,4,7
COc1cccc(-c2nc(COc3ccc(Cl)cc3Cl)no2)c1,-2,2,0.7,6,-2,-8,-0.2,-5,-2
CCCCCCC(C)n1[nH]c(=O)cc1N (configuration not stated),-3,1,-1.4,13,5,5,-0.1,6,-3
CCN1CCN(C(=O)C2CCN(Cc3nc(-c4cccc(Cl)c4)oc3C)CC2)CC1,-1,-3,2.3,24,1,2,0.1,2,0
O=C(Cn1cccn1)N1CCCC(N2CCN(c3ccccc3F)CC2)C1 (configuration not stated),-2,-1,1.9,-2,3,7,0.0,2,-1
COCCCNC(=O)/C(C#N)=C/c1ccc(F)cc1,-7,-3,2.0,16,2,-6,-0.2,-5,0
CC(C)c1nc2c(c(=O)c3ccccc3n2C)c(=O)n1CCc1ccccc1,-6,8,1.7,14,0,14,0.1,2,2
Cc1ccc(C(=O)NCC(C)NC(=O)c2ccc(C)c([N+](=O)[O-])c2)cc1[N+](=O)[O-] (configuration not stated),8,-3,0.3,-6,-2,2,-0.1,0,2
CNc1ccc(C(=O)c2ccccc2C(=O)O)cc1[N+](=O)[O-],1,-2,1.5,1,0,-3,0.0,2,0
Cc1nc(N2CCCCC2)nc(N2CCCCC2)c1C=O,-5,-6,2.9,-5,5,1,0.3,11,0
